PMI inhibitors = inhibitors of human PMI, primary screen, biochemical, fluorescence intensity, coupled assay (AID 1209). purified PMI enzyme, coupled fluorescence intensity; higher % means a stronger effect. inhibition, % at 20 µM; hits with a dose series show IC50 in µM. 190,000 compounds, 0.42% hits;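 note: plate controls were DMSO vehicle for no effect and wells lacking substrate for full effect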
human PMI inhibitors = MPI inhibition at elevated mannose 6-phosphate – biochemical, fluorescence intensity, high mannose 6-phosphate, primary screen (AID 1220); recombinant PMI enzyme, coupled fluorescence intensity; higher % means a stronger effect; inhibition, % at 20 µM; hits with a dose series show IC50 in µM; 190,000 compounds, 0.66% hits
Yfh1-depleted yeast = enhancers of respiration in Yfh1-depleted yeast, dose response, Friedreich's ataxia, plus single-dose screen (AID 1465). S. cerevisiae Yfh1-off respiration, WST-1 reduction, 72 h; higher fold induction means a stronger effect. one-dose fold induction at 50 µM; EC50 in µM for titrated hits. 220,000 compounds, 0.074% hits;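 active = fold induction of absorbance versus untreated yeast above a set limit, then at least 30% activation at any dose in follow-up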;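 note: activators that raise dye reduction in frataxin-depleted yeast; strong numbers were not always called active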
bCat nuc transl = beta-catenin nuclear translocation modulation. HeLa beta-catenin nuclear translocation, immunofluorescence imaging. nuclear translocation activity, % at 5 µM. 190,000 compounds, 0.3% hits;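 active = nuclear translocation activity above 50% at 5 µM, with a well cell count of 50 or more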;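 note: per-cell ratio of nuclear to cytoplasmic median beta-catenin stain intensity; plate controls were DMSO negative control for no effect and GSK-3 inhibitor IX positive control for full effect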
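Test system: HeLa cells, endogenous beta-catenin; Compound: single 5 µM dose plus 0.02–20 µM confirmation series; Times: compound exposure 24 h at 37°C; Signal: fluorescence imaging of beta-catenin antibody stain plus DAPI; Read-out: % activation, nuclear-to-cytoplasmic median beta-catenin signal ratio per cell.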
Autophagy HCS = alters autophagy in cells; MEF GFP-LC3 puncta imaging; test concentration mostly 10 µM; calls only at 10 µM (by protocol); 190,000 compounds, 0.98% hits;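 active = percentage of spot-positive cells more than 3 SD above its plate mean, without a fluorescence outlier flag or 80% toxicity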;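 note: spot-positive cell cutoff set from DMSO-treated cells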
Dynein cargo inh = blocks dynein driven cargo transport along microtubules. 3617.4 mouse cells, GR-EGFP nuclear translocation imaging; test concentration mostly 20 µM; stimulated with dexamethasone, 1 µM; hits give low values. z-score, hits read low. 220,000 compounds, 0.47% hits. AID 1381;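 active = plate z-score of nuclear minus cytoplasmic receptor signal below a set negative limit, without overly bright fluorescence or cell loss, cut at about -3.5 in these data, passing the limit was not always enough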;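 note: z-score of nuclear minus cytoplasmic ring GR-EGFP intensity difference per well; some compounds called inactive have numbers as strong as hits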
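Buffer or medium: tet-free, stripped-serum medium; reagent: dexamethasone at 1.0 µM final, 30 min; incubation: 48 h induction, 1 h compound, 30 min dex at 37 °C; measured by: formaldehyde fixation, Hoechst nuclear stain, 10x automated fluorescence imaging; read-out: nuclear-to-cytoplasmic GR-EGFP distribution per well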
Ins promoter up = MIN6 insulin promoter up-regulation; z-score at 5 µM; 190,000 compounds, 0.3% hits; AID 1625; MIN6 insulin promoter-GFP reporter, high-content imaging; hits give high values;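 active = z-score above 3 at 5 µM with at least 500 cells counted in the well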
MT stabilize HCS = microtubule stabilization, imaging screen | 200,000 compounds, 0.83% hits | HeLa tubulin immunostaining HCS, 24 h; share of cells brighter than vehicle mean+2SD | % tubulin-high responders, % at 10 µM | AID 2205;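 active = plate Z-score above 3 for both tubulin-high and condensed-nucleus cell shares, with cell loss under 80%, at 10 µM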;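 note: anti alpha tubulin signal scored within the nucleus-defined area of each cell; some results filed as inactive read as strong as hits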
WT yeast gro inh = growth inhibition of WT yeast, mitochondrial fusion screen. mitochondrial fusion phenotypic screen, WT strain. 190,000 compounds, 2.1% hits. inhibition, % at 10 µM; in the data active = inhibition above about 58%; tested in S. cerevisiae
WT yeast gro inh mutant strain = further read-out of WT yeast gro inh, marked with its call; inhibition, %; mitochondrial fusion phenotypic screen, mutant strain inhibition
Dynein cargo inh cytoplasmic EGFP = also measured in Dynein cargo inh; calls as there; z-score; measured here: cytoplasmic GR-EGFP intensity; hits give high values
Dynein cargo inh nuclear GR-EGFP = second read-out of Dynein cargo inh, no call of its own (marks repeat the call); z-score; measured here: nuclear GR-EGFP intensity;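 lower value marks the stronger effect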
Dynein cargo inh cell count = also measured in Dynein cargo inh; calls as there; z-score; measured here: cell count per field
Ins promoter up cell count = also measured in Ins promoter up; calls as there; cell count; measured here: cytotoxicity, nuclei count;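 total cells summed across four imaged fields per well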
bCat nuc transl cell count 5 µM = second read-out of bCat nuc transl, no call of its own (marks repeat the call); cell count; measured here: cell count, cytotoxicity flag
MT stabilize HCS Hoechst-high % = recorded beside MT stabilize HCS, whose call it bears; % Hoechst-high responders; measured here: nuclear condensation Hoechst responders;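 share of cells brighter than vehicle mean plus two SD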
MT stabilize HCS cytotoxicity % = second read-out of MT stabilize HCS, no call of its own (marks repeat the call); toxicity, %; measured here: cytotoxicity by cell density;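 0% = mean cell density of plate MIN control wells and 100% = no cells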
Autophagy HCS cell loss 18 h = also measured in Autophagy HCS; calls as there; toxicity, %; measured here: cell loss, nuclei count;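 cell loss after 18 h compound exposure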
The depositor's hits bear a star; i = inactive; nt = not tested or not shown; + = active, no number. Cut-off read from the data, not from the text of the source, unless noted: active = inhibition above about 50%; inactive = the rest. No enrichment for hits; about 5% have a hit in one of these screens.

SMILES	PMI inhibitors	human PMI inhibitors	Yfh1-depleted yeast	bCat nuc transl	bCat nuc transl cell count 5 µM	Autophagy HCS	Autophagy HCS cell loss 18 h	Dynein cargo inh	Dynein cargo inh cytoplasmic EGFP	Dynein cargo inh nuclear GR-EGFP	Dynein cargo inh cell count	Ins promoter up	Ins promoter up cell count	MT stabilize HCS	MT stabilize HCS Hoechst-high %	MT stabilize HCS cytotoxicity %	WT yeast gro inh	WT yeast gro inh mutant strain
O=C(/C=C/c1ccc2c(c1)OCO2)Nc1c(C(=O)O)[nH]c2ccccc12	22%	11%	i	-2.6	1045	i	11	-0.27	-0.23	-0.28	-0.002	1.2	1417	3.8	2.4	5.5	-4	0
NC(=O)COc1ccc(Cc2ncc(C(F)(F)F)cc2Cl)cc1	6%	4%	i	0.7	1549	i	-31	-0.89	-0.29	-0.38	0.84	-0.72	1488	1.8	1.7	8.4	6	-1
CCN(CC)S(=O)(=O)c1ccc(N2CCN(c3cccc(OC)c3)CC2)c([N+](=O)[O-])c1	8%	13%	i	-0.8	1003	i	4	-0.58	-0.31	-0.69	0.64	-0.27	1287	2.6	3.8	9.6	-17	-13
Cc1cccc(C(=O)NNC(=O)c2ccccc2C)c1	-2%	-3%	i	0.6	1425	i	-30	-0.84	-0.28	-0.23	0.85	0.53	1353	2.9	1.4	9.8	7	6
CCOc1ccc(NC(=S)N/N=C(\C)Cc2ccc(OC)cc2)cc1	17%	5%	i	nt	nt	i	-12	0.22	-0.25	-0.31	0.016	-0.5	1190	2.9	3.6	5.6	26	16
O=C(CSc1nnc(Cc2ccccc2)n1Cc1ccccc1)NCc1ccco1	-19%	-9%	i	-0.4	1053	i	-9	0.69	-0.15	0.23	0.4	0.36	1123	3.9	2.9	8.3	-5	-11
CCN(CC)c1ccc2c(C)c(-c3ccc(N)cc3)c(=O)oc2c1	17%	17%	nt	0.8	988	i	6	1.2	-0.14	0.94	-0.12	-0.07	1829	4.2	3.1	9.1	7	1
N#Cc1nc(COc2ccccc2)oc1NCCN1CCOCC1	-2%	6%	nt	-0.1	1094	i	8	-1.1	-0.29	-0.96	1.9	-0.05	1415	4.2	2.0	3.5	12	-7
CCc1nc(SCC(=O)NCCc2ccc(OC)c(OC)c2)c2c(=O)n(C)c(=O)n(C)c2n1	10%	5%	i	-1.3	1093	i	5	0.3	-0.1	0.31	-0.34	0.15	1992	2.2	2.7	5.3	-10	-18
Cc1c(C=O)n(C)n(-c2ccccc2)c1=O	3%	13%	i	-1.5	1092	i	6	0.22	0.18	0.3	-0.57	-0.28	1347	4.0	2.2	3.7	-7	-13
CCCCSc1nnc(CSc2ncccn2)n1C	15%	3%	i	0.0	1094	i	0	-0.33	-0.16	-0.19	0.66	0.28	1139	1.6	1.8	6.4	-16	-3
COc1ccc(NC(=O)CSc2nnc(-c3cccs3)n2C)cc1OC	4%	-9%	i	-1.6	689	i	2	-1.3	-0.22	-0.18	0.97	3.5*	1159*	2.9	2.8	7.0	-4	27
CCCCCC1CC(CC(=O)Nc2ccc([N+](=O)[O-])cc2)C(=O)O1 (stereo unspecified)	4%	0%	i	-1.0	1022	i	-7	0.82	-0.27	0.67	-0.15	0.48	1397	2.6	2.6	8.5	3	-8
Cc1ccc(NC(=S)NCc2ccccn2)cc1	-1%	0%	i	-0.9	1335	i	3	-0.4	-0.19	-0.3	-0.051	-0.26	1567	1.8	0.8	1.3	6	-17
C=CCn1c(NC(=O)c2ccc(Br)o2)c(S(=O)(=O)c2ccccc2)c2nc3ccccc3nc21	18%	51%*	i	0.0	783	i	1	-0.8	-0.16	-0.56	1	-0.44	1097	5.0	2.0	0.3	-31	-5
COc1cc(OC)c(OC)cc1/C=N/NC(=O)c1ccc2nc[nH]c2c1	nt	nt	i	0.8	1226	nt	nt	-1.1	-0.17	-0.51	1	-0.82	1371	nt	nt	nt	nt	nt
CC(=O)NC1C(=O)N=C(SCc2ccccc2)NC1=O (stereo unspecified)	6%	2%	i	-1.9	1201	i	-7	-0.41	-0.096	0.094	0.067	-0.58	880	1.8	1.2	6.2	4	10
CCOc1ccc(NC(=S)NC(=O)/C=C/c2ccc(Br)cc2)c([N+](=O)[O-])c1	nt	nt	i	0.9	1317	nt	nt	1.2	-0.7	0.65	-1	-0.27	878	nt	nt	nt	nt	nt
C[C@H](NC(=O)NCc1ccc(F)cc1)C(=O)O	-14%	0%	i	-0.2	517	i	14	0.15	-0.29	0.7	0.42	0.04	1370	2.3	1.4	8.2	-8	-17
Cc1ccc(C(C)C)c(OCC(O)CN2CCN(CCO)CC2)c1 (stereo unspecified)	-24%	-18%	i	0.8	1154	i	24	0.73	-0.17	0.4	0.79	nt	nt	5.0	3.0	5.7	-20	4

The list goes on, overlapping the part above by two compounds.
SMILES	PMI inhibitors	human PMI inhibitors	Yfh1-depleted yeast	bCat nuc transl	bCat nuc transl cell count 5 µM	Autophagy HCS	Autophagy HCS cell loss 18 h	Dynein cargo inh	Dynein cargo inh cytoplasmic EGFP	Dynein cargo inh nuclear GR-EGFP	Dynein cargo inh cell count	Ins promoter up	Ins promoter up cell count	MT stabilize HCS	MT stabilize HCS Hoechst-high %	MT stabilize HCS cytotoxicity %	WT yeast gro inh	WT yeast gro inh mutant strain
C[C@H](NC(=O)NCc1ccc(F)cc1)C(=O)O	-14%	0%	i	-0.2	517	i	14	0.15	-0.29	0.7	0.42	0.04	1370	2.3	1.4	8.2	-8	-17
Cc1ccc(C(C)C)c(OCC(O)CN2CCN(CCO)CC2)c1 (stereo unspecified)	-24%	-18%	i	0.8	1154	i	24	0.73	-0.17	0.4	0.79	nt	nt	5.0	3.0	5.7	-20	4
CC(=O)Nc1ccc(S(=O)(=O)N[C@@H](C)C(=O)Nc2ccc(N3CCOCC3)cc2)cc1	8%	10%	i	-5.4	891	i	2	0.52	-0.26	0.17	0.27	1.7	1277	3.8	1.2	5.6	-11	5
CCCS(=O)(=O)N1CCCC(C(=O)c2cccc(Cl)c2)C1 (stereo unspecified)	-2%	-1%	i	2.1	997	i	-11	-0.25	-0.3	-0.067	1.4	0.13	1499	1.5	1.0	7.4	2	11
O=C(NCCN1CCCCC1)c1cc(OCC(F)(F)F)ccc1OCC(F)(F)F	2%	8%	i	-4.0	927	i	-26	-0.34	-0.16	0.67	-0.14	-0.1	1372	2.4	1.9	4.1	-3	-5
Cc1c(Cl)cccc1NC(=S)N1CCc2ccccc2C1	2%	-2%	i	-1.1	1032	i	-30	0.98	-0.26	0.64	-0.3	0.64	1580	3.7	2.0	6.4	29	28
C#CC(C)(C)NC(=O)c1sccc1Oc1ccc(F)cc1[N+](=O)[O-]	-16%	-17%	i	0.9	1136	i	-11	-1.1	-0.18	-0.62	0.93	-1.8	1314	2.0	2.9	6.4	6	-13
CCOC(=O)C(C)/C(C)=N\Nc1ccc([N+](=O)[O-])cc1[N+](=O)[O-] (stereo unspecified)	16%	14%	i	-0.2	1136	i	17	-0.27	-0.3	-0.085	0.73	0.09	1208	0.8	1.2	2.9	-10	1
O=C(Nc1ccc(Cl)c(C(F)(F)F)c1)c1ccco1	8%	2%	i	nt	nt	i	17	0.32	-0.31	0.028	0.13	-1.1	1226	7.8	4.5	0.1	72*	61*
CCOC(=O)C1(CCCc2ccccc2)CCN(Cc2cnc(C)s2)CC1	2%	-2%	i	-1.9	974	i	5	-0.82	-0.17	-0.15	0.63	nt	nt	3.2	1.3	6.6	28	16
COc1cc(/C=N/O)ccc1OCc1ccc(Cl)cc1	-9%	-6%	i	1.9	1164	i	-7	0.013	-0.41	-0.59	2	0.2	1427	3.2	1.7	5.7	-1	-2
Cc1ccc(-n2c(C)cc(C(=O)OCC(=O)N(CC(C)C)C3CCS(=O)(=O)C3)c2C)cc1 (stereo unspecified)	3%	-2%	i	-1.3	741	i	9	-1.5	-0.35	-0.7	0.23	-1.5	901	2.5	1.3	7.3	1	10
CC1CCc2nn(CC(=O)NCCN3CCOCC3)cc2C1 (stereo unspecified)	19%	26%	i	-0.4	1096	nt	nt	-0.56	-0.27	-0.26	0.72	0.46	1697	4.5	2.5	7.5	12	1
O=C(Cn1cnc2ccccc2c1=O)Nc1nnc(SCc2ccc(Cl)cc2)s1	nt	nt	i	0.7	1278	nt	nt	1.9	-0.22	1.5	-1.5	0.31	1007	nt	nt	nt	nt	nt
N#C/C(=C\c1cn(CCOc2ccccc2F)c2ccccc12)C(=O)NCc1cccs1	14%	6%	i	0.6	1088	+	4.5*	-0.15	-0.19	0.02	1.1	0.27	1637	2.9	2.6	1.5	-3	8
CC(NC(=O)Cc1ccccc1)C(c1ccccc1)N1CCOCC1 (stereo unspecified)	7%	8%	i	-1.0	1040	i	-3	0.88	-0.091	-0.023	-1.9	0.27	1285	1.6	2.4	6.3	5	6
Fc1ccccc1NC(=S)N1CCN(c2ccccn2)CC1	18%	15%	i	-0.2	980	i	5	-0.27	-0.16	0.012	0.25	0.03	1310	3.4	2.4	4.8	-9	0
CCOC(=O)CSC1=C(C#N)C(c2sccc2C)C(C(C)=O)=C(C)N1 (stereo unspecified)	16%	16%	i	0.8	1264	i	4	-0.14	-0.18	0.052	0.53	-0.03	1664	2.8	1.2	9.1	-4	-8
C=CCNC(=S)NC(CC(=O)OC)c1ccc2c(c1)OCO2 (stereo unspecified)	1%	11%	i	-2.4	1080	i	3	-0.42	-0.29	0.011	1	-0.47	1302	3.6	3.3	11	3	6
Cc1ccc(Cl)c(OCC(=O)Nc2sc(C)c(C)c2C#N)c1	-10%	-17%	i	1.1	1084	i	15	-0.14	-0.26	0.064	0.54	0.03	1478	3.8	4.0	6.8	-11	14

Screening data as filed in PubChem.
